# Assay outcomes (PubChem)
# Tn6 DDE FP: inhibitors of Tn6 peptide binding to human fibrin DD(E); Fibrin DD(E) TRITC-Tn6 fluorescence polarization displacement; inhibition, % at 8.3 µM; 0.21% of 370,000 active; AID 720509;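 active means inhibition above a per-campaign cutoff: mean of compounds within control limits plus 3 SD, cut at about 15% in these data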;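 further: 0% = median of all compound wells on the plate and 100% = blocking peptide control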
# Target sequence (P02675 whole entry, looked up): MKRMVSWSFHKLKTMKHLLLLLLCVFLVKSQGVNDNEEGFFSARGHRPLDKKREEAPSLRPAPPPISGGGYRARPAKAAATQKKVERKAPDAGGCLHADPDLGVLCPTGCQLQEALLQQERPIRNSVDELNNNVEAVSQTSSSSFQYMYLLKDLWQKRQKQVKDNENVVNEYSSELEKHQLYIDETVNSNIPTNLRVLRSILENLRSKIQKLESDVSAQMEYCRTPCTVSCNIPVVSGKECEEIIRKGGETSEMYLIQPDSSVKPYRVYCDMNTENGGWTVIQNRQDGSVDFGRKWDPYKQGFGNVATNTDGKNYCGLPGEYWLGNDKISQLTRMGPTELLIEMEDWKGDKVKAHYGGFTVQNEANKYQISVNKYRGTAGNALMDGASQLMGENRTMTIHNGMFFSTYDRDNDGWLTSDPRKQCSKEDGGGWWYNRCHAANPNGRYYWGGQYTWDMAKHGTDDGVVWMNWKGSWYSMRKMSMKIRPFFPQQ
# ADAM17 inh: inhibits human ADAM17; inhibition, % at 6.95 µM; P78536; 0.83% of 370,000 active; recombinant ADAM17, EDANS/DABCYL FRET peptide cleavage;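 active means inhibition above the mean of compounds lying between control limits plus 3 SD, set per campaign, cut at about 8.5% in these data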;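 further: 0% = DMSO-only wells as the low control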
# proKLK7 act: proKLK7 (human) activation, primary screen; activation, % at 7 µM; AID 652039; 0.9% of 370,000 active; P49862; purified proKLK7, EDANS-DABCYL substrate fluorescence; 100% is mature enzyme control, 0% vehicle;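 active means activation above the mean of all tested compounds plus 3 SD, computed per campaign excluding outliers beyond control limits, cut at about 13% in these data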
# ASAP1 GAP inh: inhibitors of human ASAP1 ArfGAP activity; AID 624377; ASAP1-stimulated ARF1 GTP hydrolysis, GDP FP detection; 0.19% of 360,000 active; inhibition, % at 16.5 µM; Q9ULH1; in the data active means inhibition above about 25%;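 further: 0% = vehicle with enzyme and substrate and 100% = no enzyme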
# Target sequence (Q9ULH1 325-724 limits assumed): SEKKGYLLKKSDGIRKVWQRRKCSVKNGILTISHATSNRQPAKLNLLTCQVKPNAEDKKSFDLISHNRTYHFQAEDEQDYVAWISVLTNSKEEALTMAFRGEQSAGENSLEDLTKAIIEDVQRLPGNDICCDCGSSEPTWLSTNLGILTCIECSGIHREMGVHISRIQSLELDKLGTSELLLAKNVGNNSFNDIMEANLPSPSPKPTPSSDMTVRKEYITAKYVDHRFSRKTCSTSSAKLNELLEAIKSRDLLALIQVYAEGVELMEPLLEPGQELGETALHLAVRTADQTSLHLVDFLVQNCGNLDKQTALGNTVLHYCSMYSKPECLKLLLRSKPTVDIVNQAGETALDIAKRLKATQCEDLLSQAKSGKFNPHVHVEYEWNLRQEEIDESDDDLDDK
# ADAM10 inh: inhibits human ADAM10 | O14672 | recombinant ADAM10, EDANS/DABCYL FRET peptide cleavage, 3 h | inhibition, % at 7 µM | 0.62% of 370,000 active | AID 720582;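 active means inhibition above a per-campaign cutoff equal to the mean of compounds falling between control-based bounds plus 3 SD, cut at about 20% in these data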;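 further: 0% = DMSO wells while the 100% control is not disclosed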
# TDP2 inh: TDP2 (human) inhibition, absorbance primary screen | recombinant TDP2, T5PNP hydrolysis, p-nitrophenol absorbance 415 nm | O95551 | AID 720702 | inhibition, % at 12.8 µM | 0.34% of 370,000 active;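 active means inhibition above the mean of all tested compounds plus 3 SD, set per campaign, cut at about 25% in these data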;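 further: 0% = DMSO with enzyme and 100% = buffer with substrate but no TDP2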
#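 test system = human TDP2 enzyme | input = TDP2 enzyme at 120 nM final | medium = 50 mM Tris-HCl pH 7.5 with Mg2+, KCl, DTT, BSA | also added = T5PNP substrate, 5 mM | times = 2 h at 37 °C | technique = epi absorbance | benchmarks = high control without enzyme, low control DMSO plus TDP2 | replication = each compound tested once, singlicate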
# ARFGAP1 inh: inhibitors of rat ARFGAP1 | Q62848 | Arfgap1-stimulated ARF1 GTP hydrolysis, GDP FP detection | inhibition, % at 16.5 µM | 0.26% of 360,000 active | AID 651572;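 active means inhibition above a per-plate limit, mean inhibition of low control wells plus 3 SD, cut at about 25% in these data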;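 further: 0% = DMSO wells with enzyme and 100% = wells lacking Arfgap1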
#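 System: truncated rat Arfgap1 GAP domain / Medium: HEPES-based buffer, pH 7.5 / Also added: N-terminally truncated human ARF1-GTP substrate / Incubation: enzyme reaction 120 min at 25 °C after 20 min preincubation / Measured by: FP of antibody-bound GDP Alexa 633 tracer, ex 620/em 688 nm / Replicates: singlicate, each compound tested once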
# Tn7 DDE FP: DD(E)-Tn7 binding inhibition, primary FP screen; FP displacement of FITC-Tn7 peptide from fibrin DD(E); 0% = median of compound wells per plate; 0.13% of 370,000 active; inhibition, % at 8.3 µM; P02675; AID 720508;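 active means inhibition above the mean of compounds falling within the control limits plus 3 SD of them, cut at about 14% in these data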;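 further: 0% = plate median of compound wells and 100% = 10 µM Aha-Tn7 peptide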
#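 system = human fibrin DD(E) protein | quantity = DD(E) 2 µM final | medium = Tris/NaCl/CaCl2 buffer, pH 7.8 | also added = labelled Tn7 tracer, 0.1 µM | compound dosing = single point at 8.3 µM | timing = compound with protein 10 min, then 3 h after probe, room temperature | signal = FP measurement | benchmarks = Aha-Tn7 high control | repeats = one replicate per compound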
# PLC-gamma1 inh: PLC-gamma1 (human) inhibition, primary screen; 0.84% of 370,000 active; purified PLC-gamma1, fluorogenic substrate, fluorescence; AID 720700; P19174; inhibition, % at 12.2 µM; in the data active means inhibition above about 9.5%
# LEDGF integ inh: blocks HIV-1 LEDGF/p75-dependent DNA integration. TR-FRET IN-LEDGF/p75 DNA integration, Eu/Cy5. inhibition, % at 3.7 µM. 0.64% of 370,000 active;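 active means inhibition above the screen-wide mean plus 3 SD, cut at about 13% in these data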;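 further: signal is the Cy5 over europium emission ratio at 671 and 618 nm; 0% = plate median of compound wells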
# Active calls of the source: *; i = inactive; . = no result given.
# Results follow in this order: Tn6 DDE FP	ADAM17 inh	proKLK7 act	ASAP1 GAP inh	ADAM10 inh	TDP2 inh	ARFGAP1 inh	Tn7 DDE FP	PLC-gamma1 inh	LEDGF integ inh
1. COc1cc2c(cc1OC)C(c1cccs1)N(C(=O)c1ccc(S(=O)(=O)N(C)C)cc1)CC2 (stereo not drawn)
→ -2	-4	-0.1	3	3	-27	8	2	5	1
2. CC1(C)Cc2c(C#N)c(OCC(=O)c3ccccc3)nc(-c3ccoc3)c2CO1
→ 7	-1	-0.2	-12	4	9	1	6	-1	-3
3. COCCCNC(=S)N1CCCN(c2nc3cc(C)c(C)cc3cc2C#N)CC1
→ 2	-55	-1.1	6	-180	-10	-9	2	-76	-6
4. CC(Sc1nnc(COc2ccc([N+](=O)[O-])cc2)n1C)C(=O)O (stereo not drawn)
→ -3	0	-0.2	-8	-2	0	3	-3	4	-1
5. COc1cccc(NC(=O)COC(=O)CCOc2ccccc2OC)c1
→ 3	-5	0.5	2	-2	-12	7	-3	1	3
6. Cc1nn2c(SCC(=O)c3cccs3)cc(C(C)(C)C)nc2c1-c1ccccc1
→ 0	1	-0.8	-10	3	6	1	7	-3	0
7. O=C(NC12CC3CC(CC(C3)C1)C2)c1cccc(OC(F)F)c1
→ 1	0	0.3	12	10	-3	10	2	5	0
8. O=C(O)CCC(=O)OCc1c(-c2ccccc2)ncc2ccccc12
→ -3	-3	0.1	10	-1	-8	11	-4	-1	1
9. Cc1ccc(CNC(=O)CCC2CCCN(Cc3ccc4cccc(F)c4n3)C2)o1 (stereo not drawn)
→ 3	-5	-0.4	7	-10	-10	-6	0	-8	4
10. O=C(N/N=C/c1ccccc1Br)C1CC1
→ 2	1	-0.6	3	1	-5	8	5	2	0
11. COCCCn1c(C)cc(C(=O)CN2c3cccc4cccc(c34)S2(=O)=O)c1C
→ 1	-31	0.0	25	-102	-8	32*	1	-180	-8
12. CCOC(=O)n1c(=O)oc2ccccc21
→ -4	-3	-0.4	0	-4	-4	2	0	6	1
13. Cc1cc(C(=O)O)c(C)o1
→ -4	1	0.6	.	-3	-6	.	-6	6	6
14. C=C1CC2C(CCC3(C)C2CCC3(O)C(C)=O)C2(C)CCC(=O)C=C12 (stereo not drawn)
→ -8	-2	-0.1	-2	-16	-12	0	-1	-1	-2
15. CC(SC1CCCC1)C(=O)Nc1ccnn1C(C)C (stereo not drawn)
→ -8	-3	0.4	-12	-7	6	-1	3	2	-2
16. Cc1cc([N+](=O)[O-])nn1CC(=O)NCCc1c[nH]c2ccccc12
→ 1	-1	0.0	-15	2	9	-11	1	2	-4
17. CCOC(=O)NN1C(=O)c2ccccc2NC1c1ccccn1 (stereo not drawn)
→ 5	-182	10	5	i	-13	17	-3	-234	-2
18. CC(NC(=O)c1cc(-c2ccc3c(c2)OCO3)nc2ccccc12)C(C)(C)C (stereo not drawn)
→ -5	-8	-0.9	2	-23	9	-4	-4	-48	1
19. OCCNc1nc2nonc2nc1NCCO
→ 3	-1	-0.2	3	-1	7	-11	4	-1	-2
20. COc1cc(CCC(=O)N2CCN(c3ncccn3)CC2)cc(OC)c1OC
→ 5	-5	-1.1	8	-7	1	-20	-2	0	-2
21. O=C(CSc1ccccc1)NCCCc1ccccc1
→ -11	-1	-0.1	10	1	-12	3	-5	4	0
22. O=C1NC[C@@H](Cc2cccc3ccccc23)N(CCc2cccc(F)c2)C1=O
→ -12	-1	0.6	7	-5	-2	5	-2	1	2
23. Cc1cc(C)n2c(nc3ccccc32)c1C(=O)NN
→ -6	-114	-1.2	3	-347	5	8	-3	i	1
24. Cc1c(NC(=O)CSc2nnc(-c3ccncc3)n2C)c(=O)n(-c2ccccc2)n1C
→ 6	0	-0.5	-2	-1	6	-2	5	-3	-1
25. CN(CC(=O)Nc1cccc(F)c1)C(=O)CN1C(=O)C2CC=CCC2C1=O (stereo not drawn)
→ 0	-3	0.3	-3	-11	-1	12	7	1	1
26. O=C(OCC(=O)N1CCCCCC1)c1ccc(Cl)c(S(=O)(=O)N2CCCC2)c1
→ 2	-3	0.2	-3	-8	-4	4	-4	1	-2
27. CC1=C(C(=O)N2CCOCC2)CC(CC(=O)NC2CC2)C(=O)N1Cc1ccc(F)cc1 (stereo not drawn)
→ -1	-6	-0.4	8	-11	8	2	-8	0	0
28. CCCC(=O)Nc1ccc(C(=O)N/N=C/c2ccc([N+](=O)[O-])o2)cc1
→ -3	-10	1.0	-8	-14	2	-3	-1	-12	10
29. C=CCn1c(SCC(=O)Nc2ccc(O)cc2)nc2sc(CC)cc2c1=O
→ -10	-3	0.1	10	1	-13	7	-3	1	-6
30. COc1cc(OC)cc(N(C(=O)CNC(=O)c2cccs2)C(C(=O)NCC2CCCO2)c2ccccc2)c1 (stereo not drawn)
→ -2	-4	-0.1	5	-3	8	-2	1	-2	-3
31. CCN(CC(=O)Nc1ccccc1C(F)(F)F)C(=O)CSCc1c(C)noc1C
→ 4	-1	-0.1	6	-2	2	9	-8	1	5
32. O=C(CNC(=O)c1ccc(-c2ccccc2)cc1)Nc1cccc(CO)c1
→ -4	-1	0.0	4	-11	0	7	2	-4	1
33. O=C(Nc1cccc(-n2cnnn2)c1)c1cc(Cl)nc(Cl)c1
→ -2	-1	-0.3	1	7	-12	-1	3	4	0
34. CC(C)CNC(=O)c1cc(=O)[nH]c2ccc(S(=O)(=O)Nc3ccc(F)cc3)cc12
→ 2	-6	0.1	4	6	0	4	5	0	1
35. Cc1c(C)c2cc(Cl)c(OCC(=O)NC3CC(C)(C)NC(C)(C)C3)cc2oc1=O
→ 2	-28	0.3	-6	-119	-4	-4	-1	-13	-5
36. N=c1n(-c2ccccc2)c(O)cc(=O)n1-c1ccccc1
→ -11	-7	0.6	4	1	-3	8	-2	2	6
37. COc1ccc(-c2cc(C(F)F)n3ncc(C(=O)N4CCCCC4)c3n2)cc1
→ 2	-95	1.6	-4	-363	10	-2	-4	i	5
38. O=C(CSc1nc2c(sc3ccccc32)c(=O)n1CCO)NCc1ccco1
→ -2	-4	1.2	1	-4	13	-8	6	3	2
39. CCn1ncc(C2=NOC(C(=O)NCC(C)C)C2)c1C (stereo not drawn)
→ 11	-4	-0.3	-9	-10	-2	7	4	-4	2
40. CCCOc1ccccc1NC(=O)Nc1ccccc1Cl
→ 0	-2	0.1	20	-2	1	0	0	-1	0
41. N#CCCn1cc(CNCc2ccccc2)c(-c2cccc([N+](=O)[O-])c2)n1
→ -7	1	0.6	6	-4	-7	-3	-5	-3	-2
42. CC1CC1C(=O)OCC(=O)N(C)c1c(N)n(Cc2ccccc2)c(=O)[nH]c1=O (stereo not drawn)
→ -6	-2	-0.8	1	3	-18	0	-8	5	8
43. C(=N\c1nc2ccccc2[nH]1)/c1cccs1
→ -2	-3	0.7	4	1	11	2	-5	1	1
44. COc1ccc(CCN2C(=O)c3ccccc3C2c2nnnn2Cc2ccccc2)cc1OC (stereo not drawn)
→ -12	0	-0.4	10	1	-3	6	-3	7	2
45. O=C1CCC(C(=O)OC(C(=O)c2c[nH]c3ccccc23)c2ccccc2)=NN1 (stereo not drawn)
→ -1	4	0.3	14	10	-3	4	0	9	5
46. O=C(Nc1ccccc1)C1=C[C@@H](C2CC2)C[C@@H](OCCCCO)O1
→ 0	-4	0.1	9	-8	15	4	-3	1	1

# Ordered by count of non-hydrogen atoms (descending): 10 of the compounds above
# Results follow in this order: Tn6 DDE FP	ADAM17 inh	proKLK7 act	ASAP1 GAP inh	ADAM10 inh	TDP2 inh	ARFGAP1 inh	Tn7 DDE FP	PLC-gamma1 inh	LEDGF integ inh
30. COc1cc(OC)cc(N(C(=O)CNC(=O)c2cccs2)C(C(=O)NCC2CCCO2)c2ccccc2)c1 (stereo not drawn)
→ -2	-4	-0.1	5	-3	8	-2	1	-2	-3
44. COc1ccc(CCN2C(=O)c3ccccc3C2c2nnnn2Cc2ccccc2)cc1OC (stereo not drawn)
→ -12	0	-0.4	10	1	-3	6	-3	7	2
35. Cc1c(C)c2cc(Cl)c(OCC(=O)NC3CC(C)(C)NC(C)(C)C3)cc2oc1=O
→ 2	-28	0.3	-6	-119	-4	-4	-1	-13	-5
45. O=C1CCC(C(=O)OC(C(=O)c2c[nH]c3ccccc23)c2ccccc2)=NN1 (stereo not drawn)
→ -1	4	0.3	14	10	-3	4	0	9	5
41. N#CCCn1cc(CNCc2ccccc2)c(-c2cccc([N+](=O)[O-])c2)n1
→ -7	1	0.6	6	-4	-7	-3	-5	-3	-2
46. O=C(Nc1ccccc1)C1=C[C@@H](C2CC2)C[C@@H](OCCCCO)O1
→ 0	-4	0.1	9	-8	15	4	-3	1	1
33. O=C(Nc1cccc(-n2cnnn2)c1)c1cc(Cl)nc(Cl)c1
→ -2	-1	-0.3	1	7	-12	-1	3	4	0
40. CCCOc1ccccc1NC(=O)Nc1ccccc1Cl
→ 0	-2	0.1	20	-2	1	0	0	-1	0
39. CCn1ncc(C2=NOC(C(=O)NCC(C)C)C2)c1C (stereo not drawn)
→ 11	-4	-0.3	-9	-10	-2	7	4	-4	2
43. C(=N\c1nc2ccccc2[nH]1)/c1cccs1
→ -2	-3	0.7	4	1	11	2	-5	1	1
